Screening data as filed in PubChem.
MEKK2 WT-MEK5 – modulators of MEK5 binding to wildtype MEKK2, primary screen, biochemical, multiplex bead flow cytometry, Alexa488-MEK5. AID 1531, 2009. Alexa488-MEK5 binding to MEKK2 WT; actives lie on both sides. 290,000 tested, 1.1% active. Mitogen-activated protein kinase kinase kinase 2 (Homo sapiens), Q9Y2U5. binding response (% of control), % at 10 µM; in the data active = binding response below about 67% or above about 130%; inconclusive = no clear call, values can overlap the other calls; inactive = in between
FID counter – compounds displacing fluorescent DNA intercalator, primary screen, artefact control for HCV NS3 helicase inhibitor project, biochemical, FID fluorescence; DNA fluorescent intercalator displacement; 290,000 tested, 0.17% active; AID 1845, 2009; inhibition, % at 7.9 µM; in the data active = inhibition above about 37%;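 note: 0% = vehicle and 100% = reference compound; higher means more ethidium bromide displaced from hairpin DNA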
VIM-2 inh – VIM-2 metallo-beta-lactamase inhibitors, primary screen, biochemical, epi-absorbance readout, Pseudomonas aeruginosa enzyme; 290,000 tested, 0.89% active; AID 1527, 2009; purified VIM-2, nitrocefin hydrolysis, epi-absorbance fluorescence; inhibition, % at 5.6 µM;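 active = inhibition above the mean of all tested compounds plus 3 SD, cutoff set per screening run, cut at about 7.5% in these data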;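 note: red hydrolysis product quenches plate fluorescence so inhibitors raise well fluorescence; 0% = enzyme with DMSO and 100% = DMSO without enzyme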
MEKK2mut PB1 HTS – MEK5 binding signal on mutant MEKK2 PB1, primary screen, biochemical, multiplex bead flow cytometry, Alexa488-MEK5; 290,000 tested, 0.35% active; AID 1530, 2009; Alexa488-MEK5 binding to MEKK2 mutant; percent response, % at 10 µM; in the data active = percent response above about 24%, passing the limit was not always enough; note: inactives centre near 1; some results filed as inactive read as strong as hits
PfM18AAP inh – PfM18AAP inhibitors, malaria aminopeptidase, primary screen, biochemical, QFRET, recombinant enzyme | H-Glu-NHMec fluorogenic cleavage | inhibition, % at 7.35 µM | 290,000 tested, 1.2% active | AID 1822, 2009;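 active = inhibition above the campaign mean inhibition over all tested compounds plus 3 SD, cut at about 28% in these data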;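 note: 0% = plate median of test compound wells and 100% = 2 mM ZnCl2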
IMP-1 inh – IMP-1 metallo-beta-lactamase inhibitors, primary screen, biochemical, epi-absorbance readout, Pseudomonas aeruginosa enzyme. metallo-beta-lactamase IMP-1 (Pseudomonas aeruginosa). purified IMP-1, nitrocefin hydrolysis, epi-absorbance fluorescence. inhibition, % at 5.6 µM. 290,000 tested, 0.45% active;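 active = inhibition above the mean plus 3 SD of all compounds in the same screening run, cut at about 4.5% in these data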;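 note: 0% = IMP-1 with DMSO and 100% = DMSO wells lacking enzyme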
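System – purified recombinant IMP-1 beta-lactamase · Input – IMP-1 dispensed at 0.2 nM · Timing – 15 min preincubation plus 25 min reaction at 25 °C · Signal – Epi-absorbance fluorescence, 480 nm excitation, 530 nm emission · Measure – percent IMP-1 inhibition derived from blank-referenced optical density · Controls – Enzyme-plus-DMSO low control, enzyme-free DMSO high control · Replication – singlicate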
NS3 helicase inh – inhibitors of HCV NS3 helicase, primary screen, biochemical, Cy5 molecular beacon fluorescence; 290,000 tested, 0.56% active; inhibition, % at 10.9 µM; Hepatitis C virus NS3 helicase; NS3 helicase DNA unwinding;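 active = inhibition above the mean of all tested compounds plus 3 SD, set per campaign, cut at about 35% in these data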;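 note: 0% = DMSO wells and 100% = thioflavine S control wells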
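Assay system – hepatitis C virus NS3 helicase domain fragment enzyme · Buffer or medium – MOPS pH 6.5, MgCl2, DTT, Tween20, BSA · Reagent – Cy5/quencher beacon DNA duplex and ATP to start · Compound – single 10.9 µM dose · Timing – 1 h at 25 °C · Technique – Cy5 beacon fluorescence read at start and 1 h · Measure – % inhibition of unwinding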
NALP1 inh – NALP1 inflammasome inhibitors in reconstituted yeast, colorimetric, S. cerevisiae, triplicate retest | S. cerevisiae NALP1/ASC/caspase-1 growth, X-gal OD620, 72 h | inhibition, % at 10 µM | 280,000 tested, 0.61% active; in the data active = inhibition mostly above about 24%, no sharp cut-off; inactive = mostly below about 32%; note: some compounds called inactive have numbers as strong as hits
SUMO HTRF inh – inhibitors of in vitro SUMOylation cascade, primary screen, biochemical, HTRF, uHTS. SUMO-conjugating enzyme UBC9 (Homo sapiens), P63279. HTRF SUMOylation assay, SAE1/SAE2 + UBC9. inhibition, % at 35 µM. 290,000 tested, 0.36% active. AID 2006, 2009; in the data active = inhibition above about 50%, passing the limit was not always enough; inconclusive = no clear call, values can overlap the other calls; note: strong numbers were not always called active
Target sequence (P63279 whole entry, looked up): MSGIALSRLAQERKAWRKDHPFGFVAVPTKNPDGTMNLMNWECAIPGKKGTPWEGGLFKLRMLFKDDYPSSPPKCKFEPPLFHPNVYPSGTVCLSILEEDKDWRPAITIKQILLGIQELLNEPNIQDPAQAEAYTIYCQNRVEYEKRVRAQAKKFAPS
An asterisk follows results filed as active; ? = inconclusive; . = no result given.

1) COc1ccc(CCNC(=O)COc2ccc(N(C)S(=O)(=O)c3ccc(C)cc3)cc2)cc1OC
2) Cc1ccc(S(=O)(=O)NNC(=O)Nc2ccc([N+](=O)[O-])cc2)c(C)c1
3) COCCCNS(=O)(=O)c1ccc(Cl)c(C(F)(F)F)c1
4) COc1cc(OC)c(C(=O)OCN2C(=O)c3ccccc3C2=O)cc1OC
5) CCN1CCN(C2CC(=O)NC2=O)CC1 (centres undefined)
6) CC1CCCN(S(=O)(=O)c2ccc(S(=O)(=O)N3CCCN(Cc4ccccc4)C3)cc2)C1 (centres undefined)
7) S=C(Nc1ccc(Oc2ccccc2)cc1)NC1CCCC1
8) Cc1cccc(COCCN2CCN(S(=O)(=O)c3ccccc3)CCC2=O)c1

screen / no.	1	2	3	4	5	6	7	8
MEKK2 WT-MEK5	109	105	60	108	94	102	108	107
FID counter	-36	7	-12	-22	-9	.	-7	.
VIM-2 inh	-2.4	-3.3	-2.4	-0.9	-2.7	.	-4.0	.
MEKK2mut PB1 HTS	6	6	-14	10	-3	1	1	5
PfM18AAP inh	3	12	2	-5	3	.	-10	.
IMP-1 inh	-2.9	-3.9	0.5	-0.5	-2.6	.	-3.3	.
NS3 helicase inh	10	-6	-7	3	4	.	-2	.
NALP1 inh	8	-1	17	22	25	18	22	4
SUMO HTRF inh	-10	-4	-2	12	-7	33	1	5

Single records, as listed above:
`COc1ccc(CCNC(=O)COc2ccc(N(C)S(=O)(=O)c3ccc(C)cc3)cc2)cc1OC` is entered as MEKK2 WT-MEK5: 109; FID counter: -36; VIM-2 inh: -2.4; MEKK2mut PB1 HTS: 6; PfM18AAP inh: 3; IMP-1 inh: -2.9; NS3 helicase inh: 10; NALP1 inh: 8; SUMO HTRF inh: -10
`Cc1cccc(COCCN2CCN(S(=O)(=O)c3ccccc3)CCC2=O)c1` is entered as MEKK2 WT-MEK5: 107; FID counter: .; VIM-2 inh: .; MEKK2mut PB1 HTS: 5; PfM18AAP inh: .; IMP-1 inh: .; NS3 helicase inh: .; NALP1 inh: 4; SUMO HTRF inh: 5

(listing goes on)
9) CN(C)S(=O)(=O)c1cccc(C(=O)NCc2ccco2)c1
10) O=C(Nc1ccc(NC(=O)c2ccco2)cc1)c1ccc2c(c1)OCO2
11) CNC(=O)C1CC(=O)N(CCc2ccc(OC)cc2)C(=Nc2ccc(OC)cc2)S1 (centres undefined)
12) CCc1ccc(CN(C)CC(=O)Nc2ccccc2[N+](=O)[O-])cc1
13) Cc1nc(C)n(C(C)CNC(=O)c2cccc(Br)c2)n1 (centres undefined)
14) Cc1onc(-c2c(Cl)cccc2Cl)c1C(=O)NNc1ccccc1
15) Nc1ccc(N2CCOCC2)c(Cl)c1
16) CN(Cc1ccccc1)S(=O)(=O)c1cccc2cccnc12

screen / no.	9	10	11	12	13	14	15	16
MEKK2 WT-MEK5	93	.	96	89	106	83	89	105
FID counter	-3	-4	-32	4	-3	-4	2	-9
VIM-2 inh	-3.0	-2.7	-0.7	-4.4	-2.1	3.5	-0.3	0.5
MEKK2mut PB1 HTS	-2	.	3	10	3	-27	-3	2
PfM18AAP inh	4	2	2	1	-3	14	0	-10
IMP-1 inh	-1.7	-1.7	-1.8	-3.2	-1.4	0.7	2.1	-2.0
NS3 helicase inh	3	-6	-5	-2	4	3	-3	-2
NALP1 inh	-12	18	-1	32	0	18	14	-13
SUMO HTRF inh	7	25	-7	-10	2	7	1	9

17) O=C(COc1ccccc1)Nc1nnc(-c2ccco2)o1
18) O=C(COc1ccc(S(=O)(=O)N2CCCC2)cc1Cl)NC1CCCC1
19) Cn1c(=O)c2c(nc(NCCc3ccccc3)n2CC(=O)NCCc2ccccc2)n(C)c1=O
20) CC1CCCN(CCCNC(=O)c2coc3nc4ccccc4nc23)C1 (centres undefined)
21) O=C(N/N=C/C(Cl)=C/c1ccccc1)c1ccccn1
22) COc1ccc2[nH]cc(CCNS(=O)(=O)c3ccccc3)c2c1
23) Cc1cccc(NC(=O)c2ccc(S(=O)(=O)N(C)CC3CCCO3)cc2)c1C (centres undefined)
24) Cc1oc(-c2ccccc2)nc1CSc1nc2c(c(=O)[nH]1)CCC2

screen / no.	17	18	19	20	21	22	23	24
MEKK2 WT-MEK5	99	96	105	93	96	83	99	74
FID counter	-1	-29	0	1	-10	2	-24	-7
VIM-2 inh	-3.4	-1.6	-1.2	-3.0	-2.0	-3.0	-3.3	0.3
MEKK2mut PB1 HTS	-2	3	5	-4	-5	-12	3	-8
PfM18AAP inh	0	-9	2	4	5	0	5	-7
IMP-1 inh	-2.5	-3.0	-2.7	-2.1	-2.4	-1.0	-0.8	0.9
NS3 helicase inh	-8	4	7	2	14	-6	4	0
NALP1 inh	-10	-28	.	4	4	18	16	32
SUMO HTRF inh	11	-4	-68	13	-11	4	13	21

25) NC(=O)c1ccccc1NC(=S)NC(=O)CCc1ccccc1
26) C#CCN(CC=C)C(=O)c1ccc2nc(C3CCCCC3)oc2c1
27) CCCNC(=O)C1CNc2ccccc2O1 (centres undefined)
28) CC[n+]1ccc(C(=O)NCc2ccccc2)cc1
29) COc1ccc(N2CCN(C(=O)CNS(=O)(=O)c3ccc(C)cc3)CC2)cc1
30) Cc1ccc(-c2nnc(SCC(=O)NCC3CCCO3)n2C)cc1 (centres undefined)
31) Cn1c(SCC(=O)N2CCOCC2)nc(O)cc1=O
32) Cc1ccc(-c2csc3ncnc(-n4nnc5ccccc54)c23)cc1C

screen / no.	25	26	27	28	29	30	31	32
MEKK2 WT-MEK5	103	107	105	95	90	103	103	96
FID counter	-7	-37	2	1	-22	-3	-1	-12
VIM-2 inh	-2.8	-1.9	-1.8	-0.4	-2.9	-2.1	0.1	-1.6
MEKK2mut PB1 HTS	-1	7	7	-6	-7	6	7	-1
PfM18AAP inh	7	4	-1	-3	2	-3	-1	5
IMP-1 inh	-3.8	-2.9	-1.5	-2.8	-1.6	-1.5	3.3	-2.8
NS3 helicase inh	8	-6	-3	-5	-7	2	-3	-2
NALP1 inh	9	12	-8	5	2	-8	-24	27
SUMO HTRF inh	5	-2	-30	-5	-1	3	4	20

Overlap with the part before: 2 compounds; new compounds follow.
31) Cn1c(SCC(=O)N2CCOCC2)nc(O)cc1=O
32) Cc1ccc(-c2csc3ncnc(-n4nnc5ccccc54)c23)cc1C
33) FC(F)(F)c1cccc(NC(=S)N(CCCN2CCCC2)Cc2cccn2Cc2ccc(Cl)cc2)c1
34) COc1ccc(N=C2SCC(=O)N2c2ccc(OC)cc2)cc1
35) CCOCC(=O)Nc1cc(C(=O)OC)cc(C(=O)OC)c1
36) CCn1c(=O)cc(SCC(=O)NCc2cccnc2)c2ccccc21
37) CC1(C)OC(=O)C(=NNc2ccccc2)C(=O)O1
38) COC(=O)c1ccc(SCC(=O)NC2CCCC2)c([N+](=O)[O-])c1
39) CCOc1ccc(NC(=O)Nc2ccc3nccnc3c2)cc1
40) C=CCOc1ccccc1CN1CCC(n2nccc2NC(=O)c2ccccc2)CC1

screen / no.	31	32	33	34	35	36	37	38	39	40
MEKK2 WT-MEK5	103	96	243*	.	100	101	88	98	104	103
FID counter	-1	-12	36	-5	-4	-6	1	1	-7	21
VIM-2 inh	0.1	-1.6	-4.4	-1.1	0.7	-1.5	-1.7	-2.4	-1.9	-1.5
MEKK2mut PB1 HTS	7	-1	6	.	5	-2	-3	-1	2	3
PfM18AAP inh	-1	5	-6	0	-5	1	-14	-7	3	0
IMP-1 inh	3.3	-2.8	-3.1	-2.0	-3.6	-2.3	-0.9	-5.1	-1.7	-2.1
NS3 helicase inh	-3	-2	-73	-1	-10	-1	2	22	-10	-8
NALP1 inh	-24	27	4	1	36	10	22	9	5	13
SUMO HTRF inh	4	20	-24	-4	14	-8	7	26	-8	11

41) Cc1ccc(Cl)cc1NC1=NC(=S)N(C(C)C)C12CCCCC2
42) Cc1ccc2[nH]c(=O)c(CC(=O)O)c(-c3ccccc3)c2c1
43) CCc1ccc(Oc2cc(C)nc(N)n2)cc1
44) COc1ccc(CC(NC(C)=O)C(=O)NC2CCN(c3c(Cc4ccccc4)c(C)nc4ncnn34)CC2)cc1OC (centres undefined)
45) O=C(CNC(=O)c1ccc([N+](=O)[O-])cc1)N/N=C\c1ccc(OC(=O)c2ccccc2)cc1
46) CN(C)c1ccc(/C=C(\NC(=O)c2ccccc2)C(=O)NCc2cccnc2)cc1
47) CCOC(=O)C(NC(=O)c1ccc(OC)cc1)(N1CCOCC1)C(F)(F)F (centres undefined)
48) CCc1nc(Nc2ccccc2O)c2oc3ccccc3c2n1

screen / no.	41	42	43	44	45	46	47	48
MEKK2 WT-MEK5	105	103	92	101	105	102	?	105
FID counter	-3	-22	-1	-50	0	-10	2	4
VIM-2 inh	-4.7	-3.0	-2.4	-1.1	-1.5	-1.5	-3.0	-2.5
MEKK2mut PB1 HTS	2	4	2	0	-1	0	-36	4
PfM18AAP inh	3	0	-2	1	3	11	-5	4
IMP-1 inh	-4.2	-1.6	-2.0	-2.1	-2.6	-2.1	-4.7	-3.3
NS3 helicase inh	0	21	-4	-4	4	7	2	-3
NALP1 inh	-61	-13	-21	6	36	-9	-2	22
SUMO HTRF inh	14	-9	15	19	30	-6	2	7

49) Cc1ccc2cc(C=O)c(N3CCOCC3)nc2c1C
50) COc1ccc(-n2c(NN)nc3sc4c(c3c2=O)CCCC4)cc1
51) COc1ccc(OC)c2sc(NC(=O)CCSc3ccccc3)nc12
52) CN(C)/C=N/c1ncc(C(=O)c2ccc3ccccc3c2)s1
53) CCCN1CCC(=NNc2ccc(S(N)(=O)=O)cc2[N+](=O)[O-])CC1
54) CS(=O)(=O)N(CC(=O)N1CCCC1)c1ccc(Cl)cc1
55) NC(=S)N/N=C/c1ccccc1[N+](=O)[O-]
56) O=C(Nc1nnc(C(F)(F)F)s1)c1c(F)cccc1F
57) O=c1/c(=C/c2ccco2)sc2n1CN(c1cccc(Br)c1)CN=2

screen / no.	49	50	51	52	53	54	55	56	57
MEKK2 WT-MEK5	101	101	108	92	99	106	98	103	.
FID counter	-4	-11	2	-6	4	-3	-1	1	-1
VIM-2 inh	0.7	-3.4	-2.5	-4.4	-5.3	0.7	-2.3	-0.8	-1.1
MEKK2mut PB1 HTS	1	1	4	-7	-1	2	-5	9	.
PfM18AAP inh	-2	23	4	-3	11	1	7	2	11
IMP-1 inh	0.4	-3.8	-1.8	-2.6	-3.4	-0.7	-0.9	-4.2	-0.1
NS3 helicase inh	13	-6	3	-5	1	16	-5	6	-1
NALP1 inh	15	-11	19	7	12	-7	4	10	21
SUMO HTRF inh	26	6	-13	12	-2	6	19	11	-13

No enrichment for hits; overall some 4.7% were active at least once.
